KCNH2 WT inh: qHTS for Inhibitors of KCHN2 3.1: Wildtype qHTS. activity change, % at 1.84 µM. AID 720551, 2013. U2OS, BacMam KCNH2, thallium flux FluxOr; hits give low values. actives 0.37% (n = 340,000);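 active = maximum activity change below -70%; inconclusive = maximum activity change between -70% and -50%; inactive = maximum activity change above -50%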; note: % is set by controls: 0 for no effect and ±100 for the full control effect
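U2OS cells transduced with wild-type KCNH2 virus are loaded with FluxOr dye for 45 min, and thallium flux is measured in kinetic reads before and after stimulation buffer. Rate constants are normalized to DMSO controls.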
PKM2 act: qHTS Assay for Activators of Human Muscle isoform 2 Pyruvate Kinase; actives 0.34% (n = 260,000); Potency, µM (highest dose often 57.5 µM), for inactives: top-dose activation, most hits filed as activators; AID 1631, 2009; Pyruvate kinase PKM (Homo sapiens), P14618; purified PKM2, Kinase-Glo ATP luminescence, activation; response scale: 0% is enzyme alone, no compound; note: potency is the fitted concentration of half-maximal effect; % is set by controls: 0 for no effect and ±100 for the full control effect; nearly all actives have a fitted effect of over 55% in size
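Purified hPK-M2 (>95% pure) converted ADP (0.1 mM final) to ATP with 0.5 mM PEP in 50 mM imidazole pH7.2, KCl, MgCl2, Tween 20, BSA; 1 h at room temperature. ATP detected by Kinase-Glo luminescence.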
TRPV1 agonist: HTS Assay for Compounds that Act as Agonists of the Vanilloid Receptor 1. Transient receptor potential cation channel subfamily V member 1 (Homo sapiens), Q8NER1. activation, % at 8.33 µM. TRPV1-expressing cells, Fluo-8 calcium influx, agonist mode. actives 0.19% (n = 320,000). AID 540275, 2011; in the data active = activation above about 80%; inconclusive = between about 30% and that limit; note: 0% is about no effect
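Cells expressing TRPV1 were dye-loaded with Fluo-8 and read kinetically: 10 s baseline, 3 min after compound (agonist portion), then 2 min after EC20 capsaicin (allosteric enhancer portion). Calcium-bound dye fluorescence at 480/520 nm.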
CXXC DNA block: qHTS Fluorescence Polarization Assay for Inhibitors of MLL CXXC domain - DNA interaction; Potency, µM (titrated, usually from 115 µM), for the others: at the highest dose activity change, negative = inhibition, actives largely listed as inhibitors; actives 0.037% (n = 290,000); AID 2662, 2010; MLL-CXXC / FITC-HOXA9 DNA fluorescence polarization; active = well fitted inhibition curve with a large enough effect in the polarisation, with a control signal flat, not every such curve was filed as active; inconclusive = small, poorly fitted or top-dose-only effect, or effect the other way, or a change in a side signal; inactive = no such curve, though single readings can be large or run the other way; the % refers to the polarisation; note: potency is the fitted concentration of half-maximal effect
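Purified MLL-CXXC (added from a 7 uM solution) was preincubated 5 min at ambient with pinned compounds in 50 mM Tris-HCl pH 7.5, 50 mM NaCl, 1 mM DTT, 0.05% BSA. Fluorescein-labeled HOX-A9 DNA (50 nM solution) followed, 30 min, then polarization read.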
FBPA coupling cs: qHTS Assay for Inhibitors of Fructose-1,6-bisphosphate Aldolase from Giardia Lamblia: Coupling assay counterscreen; activity change, negative = inhibition, % at 58.2 µM, hits read low; actives 0.67% (n = 290,000); coupling enzyme system counterscreen, AmpLite Red fluorescence; AID 2472, 2010; in the data active = activity change below about -30%; note: % is set by controls: 0 for no effect and ±100 for the full control effect
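Counterscreen of the coupled detection system alone, without aldolase: glyceraldehyde-3-phosphate coupling enzymes plus AmpLite Red readout. Compounds at 57.5 uM final, 10 min RT preincubation, 20 min RT reaction, fluorescence 525/598 nm.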
KCNH2 3.1 block: qHTS for Inhibitors of KCHN2 3.1: Mutant qHTS | Potassium voltage-gated channel subfamily H member 2, brain isoform KCNH2 3.1 (human) | U2OS KCNH2 3.1, thallium flux FluxOr; hits give low values | activity change, % (tested at about 1.8 µM) | actives 0.95% (n = 340,000);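 active = maximum activity change below -70%; inconclusive = maximum activity change from -70% to -50%; inactive = maximum activity change above -50%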;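 note: thallium influx rate constant from kinetic fluorescence after stimulation buffer; % is set by controls: 0 for no effect and ±100 for the full control effect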
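Virally transduced U2OS (3.1 isoform, 4 h infection in dark at RT) → overnight 37 C → FluxOr + Red40 in HBSS/HEPES, 45 min → stimulation buffer, 2 min kinetic read → rate constant vs DMSO controls.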
Giardia killer: Small Molecules that selectively kill Giardia lamblia: qHTS | Giardia lamblia trophozoite viability | AID 540267, 2011 | activity change, % at 7.66 µM, hits read low | actives 0.15% (n = 340,000); in the data active = activity change below about -80%; inconclusive = between about -30% and that limit;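 note: parasites exposed to compound for two days anaerobically before the ATP read; % is set by controls: 0 for no effect and ±100 for the full control effect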
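Compounds were tested on trophozoites seeded at 100 cells/well and held 48 hrs at 37 deg C anaerobically. An ATP-based luminescent kit measured the remaining live cells.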
USP2a block: qHTS Assay for Inhibitors of Ubiquitin-specific Protease USP2a Using CHOP2 as the Reporter; USP2 core, Ub-CHOP2 coupled fluorogenic reporter, 485/531; Potency, µM (top dose mostly 38.3 µM), for the others: top-dose activity change, negative = inhibition, usual class: inhibitors; actives 0.01% (n = 330,000);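 note: potency is the fitted concentration of half-maximal effect; plate controls were DMSO wells for no effect and full inhibition by NEM control for full effect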
Target sequence (O75604 whole entry, looked up): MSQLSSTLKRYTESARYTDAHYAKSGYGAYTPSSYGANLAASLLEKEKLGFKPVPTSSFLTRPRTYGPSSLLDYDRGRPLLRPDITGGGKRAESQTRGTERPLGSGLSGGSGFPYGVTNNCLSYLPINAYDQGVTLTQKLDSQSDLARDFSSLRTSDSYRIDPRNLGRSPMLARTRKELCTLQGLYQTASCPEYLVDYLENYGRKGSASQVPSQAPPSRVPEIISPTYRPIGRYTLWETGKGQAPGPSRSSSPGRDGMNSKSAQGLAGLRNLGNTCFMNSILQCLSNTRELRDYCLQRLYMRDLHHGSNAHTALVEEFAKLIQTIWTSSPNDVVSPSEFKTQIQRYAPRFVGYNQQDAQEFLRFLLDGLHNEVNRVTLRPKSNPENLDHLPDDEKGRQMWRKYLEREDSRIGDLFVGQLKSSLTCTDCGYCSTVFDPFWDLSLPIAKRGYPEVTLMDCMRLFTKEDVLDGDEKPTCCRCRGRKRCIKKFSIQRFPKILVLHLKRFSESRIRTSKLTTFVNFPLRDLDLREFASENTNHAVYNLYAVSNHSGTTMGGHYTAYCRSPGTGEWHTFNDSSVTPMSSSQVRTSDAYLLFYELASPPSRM
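Deubiquitinase activity read as fluorescence (485/531 nm) after Ub-CHOP2 cleavage activates the enterokinase reporter on its substrate; USP2 core 10nM, Ub-CHOP2 and substrate 25nM each, 30min compound preincubation then 60min RT; data normalized to NEM, curves fitted.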
GALK inhibitor: qHTS Assay for Inhibitors of Human Galactokinase (GALK); P51570; Purified GALK, Kinase-Glo residual ATP luminescence; Potency, µM (doses to about 57.5 µM), inactives show top-dose activity change, negative = inhibition, usual class: inhibitors; actives 0.007% (n = 270,000); note: potency is the fitted concentration of half-maximal effect; % is set by controls: 0 for no effect and ±100 for the full control effect
Target sequence (P51570 whole entry, looked up): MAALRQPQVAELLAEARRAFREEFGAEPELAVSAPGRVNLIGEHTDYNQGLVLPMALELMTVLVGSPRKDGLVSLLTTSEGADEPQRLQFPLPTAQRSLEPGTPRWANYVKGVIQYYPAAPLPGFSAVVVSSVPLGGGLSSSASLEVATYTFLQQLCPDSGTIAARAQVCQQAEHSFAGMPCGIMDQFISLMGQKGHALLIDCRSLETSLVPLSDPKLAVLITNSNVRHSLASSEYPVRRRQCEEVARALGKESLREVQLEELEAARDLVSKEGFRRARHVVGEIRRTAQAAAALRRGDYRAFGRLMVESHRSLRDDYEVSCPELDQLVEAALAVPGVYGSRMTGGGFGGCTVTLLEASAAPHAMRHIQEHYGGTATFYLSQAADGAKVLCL
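Quantitative HTS: GALK 5 nM, ATP 35 uM, galactose 100 uM, 1 h room temperature, then luciferase-based ATP detection.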
Menin-MLL TR inh: qHTS Assay for Inhibitors Targeting the Menin-MLL Interaction in MLL Related Leukemias: Competition With Texas Red Labeled MLL-derived Mutant Peptide | AID 1768, 2009 | Potency, µM (top dose mostly 61.6 µM), without a hit: top-dose FP activity change, negative = inhibition, usual class: inhibitors | O00255 | Menin + Texas Red MLL mutant peptide, fluorescence polarization | actives 0.23% (n = 270,000); active = well fitted inhibition curve with a large enough effect in the polarisation, with a control signal flat, not every such curve was filed as active; inconclusive = small, poorly fitted or top-dose-only effect, or effect the other way, or a change in a side signal; inactive = no such curve, though single readings can be large or run the other way; the % refers to the polarisation; note: potency is the fitted concentration of half-maximal effect; % of control where 0% means no effect; many of its hits are not listed in these tables
B2AR arrestin: qHTS assay of beta-arrestin-biased ligands of beta2-adrenergic receptor; AID 492947, 2010; Potency, µM (series often up to 46.1 µM), for the others: top-dose activation, actives largely listed as activators; beta-arrestin recruitment to beta2AR, cell-based reporter; actives 0.02% (n = 330,000);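 note: potency is the fitted concentration of half-maximal effect; 0% = DMSO controls and full agonism = EC100 isoproterenol or metaproterenol; nearly all actives have a fitted effect of over 65% in size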
The depositor's hits bear a star; ? = inconclusive; / = not tested or not shown; [ ] = dose if it differs, or a comment. Unless noted, calls come from the whole dose curve; as a rule, active = well fitted curve in the direction sought with a large enough effect; inconclusive = small, poorly fitted or top-dose-only effect, or another doubt; inactive = no such curve, though single readings can be large; an effect the other way counts as inactive or inconclusive. Not all compounds are listed; the hit share may differ from the screen's.

SMILES	KCNH2 WT inh	PKM2 act	TRPV1 agonist	CXXC DNA block	FBPA coupling cs	KCNH2 3.1 block	Giardia killer	USP2a block	GALK inhibitor	Menin-MLL TR inh	B2AR arrestin
CC/C(=N/NC(=O)CNc1ccc(Cl)cc1C)c1ccccc1	-7	-4%	5	20%	2	-27	-6	-5%	5%	19%	0.1%
CCCC(O)(CCC)C(=O)NN1CCCCC1	-10	-17%	-1	-12%	0	-9	-11	4%	2%	-27%	-0.3%
Cn1nnc2cc(C(=O)Nc3ccccc3F)ccc21	1	/	0	8%	-1	16	1	1%	-2%	15%	-0.5%
Cc1cc(NS(=O)(=O)c2ccc(NC(=O)c3cnc4sccn4c3=O)cc2)nc(C)n1	-8	?	-1	3%	7	2	-7	4%	-1%	-1%	-0.4%
COc1cnc(-c2ccccc2)nc1Sc1ccccc1	1	0%	1	15%	1	6	-5	-7%	7%	17%	-0.2%
O=C(NC(=S)Nc1c(Cl)ccc2nsnc12)c1ccccc1F	-11	/	12	7%	-6	1	24	0%	8%	-4%	0.3%
O=C(NC1CCN(Cc2cccc([N+](=O)[O-])c2)CC1)c1ccccc1	9	/	17	-12%	0	-12	-23	1%	-5%	-10%	0.6%
CC(=O)N1N=C(c2cccc([N+](=O)[O-])c2)OC1c1cccc(Br)c1 (stereo not given)	1	-1%	12	-3%	1	7	-7	5%	0%	-4%	-0.1%
CCCc1nc2ccccc2c(C(=O)OCC(=O)N2CCc3ccccc32)c1CC	-14	-10%	8	7%	-2	-14	4	-1%	0%	-2%	0.0%
COc1ccc(S(=O)(=O)N(CC(=O)NCc2ccco2)c2ccc(F)cc2)cc1	19	/	-2	3%	0	3	3	2%	-1%	15%	-0.9%
Cc1cccc(NC(=O)CSc2nc3[nH]c(=O)cc(O)c3s2)c1	2	/	-7	/	/	1	-15	-5%	/	/	-0.5%
COc1ccc(NC(=O)COC(=O)CC2CCCC2)cc1Cl	6	/	17	/	/	43	-4	-2%	/	/	-0.8%
COC(=O)c1sc(S(=O)(=O)Nc2ccc3cn[nH]c3c2)c(C(=O)OC)c1C	-10	6%	0	0%	-5	2	15	2%	0%	28%	-0.4%
CCCCNC(=O)c1ccc(NC(=O)CC2SC(N3CCCC3)=NC2=O)cc1 (stereo not given)	-13	/	-7	/	/	-15	-15	-5%	/	/	-0.3%
COc1ccc(C)cc1NC(=O)CN1CCN(S(=O)(=O)c2ccc(F)cc2)CC1	3	8%	/	0%	2	-7	25	0%	2%	/	-0.3%
COc1cccc(/C=N/NC(=O)CNC(=O)c2cccnc2)c1O	0	/	-3	?	1	31	-7	6%	3%	-5%	-1.0%
O=C(Cc1ccccc1)Nc1ccccc1N1CCCC1	-10	-9%	-1	45%[activator]	1	10	24	1%	0%	-22%	0.0%
CC(NC(=O)CN1C(=O)NC2(CCc3ccccc32)C1=O)c1ccc2c(c1)OCCO2 (stereo not given)	7	/	-3	/	/	-14	3	0%	/	/	-1.0%
C=CCc1cc(S(=O)(=O)c2ccc(O)c(CC=C)c2)ccc1O	2	-1%[11.5 µM]	1	-4%	1	-31	1	3%	-2%	15%	-0.2%
Cc1ccc(N/N=C2\CS(=O)(=O)N(C)c3ccsc32)cc1	7	8%	-1	10%	-1	20	9	-3%	4%	10%	0.4%
COc1cc(OC)cc(C(=O)NC(=S)NCCc2ccccc2)c1	14	1%	-3	-6%	-4	-6	-17	-1%	0%	?	-1.0%
COc1cc(/C=C2\S/C(=N/S(=O)(=O)c3ccc(C)cc3)NC2=O)c([N+](=O)[O-])cc1OC	-4	-2%	-1	?	10	-16	7	1%	-8%	?	-0.7%
Cc1cccc(-c2nc3ccc(C(=O)NCCN4CCN(C)CC4)cc3nc2-c2cccc(C)c2)c1	1	-4%	9	3%	1	8	-9	-2%	1%	-19%	0.3%
CCCN1CCC(NC(=O)Cc2ccccc2C)CC1	-4	-2%	-4	-5%	3	5	14	0%	6%	0%	-1.3%
OCC1C2c3ccccc3C(c3ccccc32)C1CO (stereo not given)	-5	1%	1	-9%	0	11	-16	-2%	0%	/	-0.1%
The list continues:
SMILES	KCNH2 WT inh	PKM2 act	TRPV1 agonist	CXXC DNA block	FBPA coupling cs	KCNH2 3.1 block	Giardia killer	USP2a block	GALK inhibitor	Menin-MLL TR inh	B2AR arrestin
COc1ccccc1NC(=O)N1CCCC1C(=O)Nc1nnc(C(C)C)s1 (stereo not given)	7	-1%	2	9%	2	-41	19	-4%	3%	-10%	0.0%
O=C(CCCN1C(=O)CCC1=O)Nc1cccc(C(F)(F)F)c1	4	-1%	2	-1%	-2	0	25	1%	-1%	?	0.0%
COc1cccc(-c2nc(CS(=O)(=O)CC(=O)NCCc3ccc(OC)c(OC)c3)c(C)o2)c1	3	/	8	11%	-1	-8	8	-3%	1%	-16%	-0.9%
CCC(C)NS(=O)(=O)c1ccc(NS(=O)(=O)c2ccc(F)cc2)cc1 (stereo not given)	3	2%	-3	2%	8	2	8	-9%	0%	8%	-0.2%
CC(C)N(C)C1CCN(C(=O)Nc2ccc(Cl)c(Cl)c2)CC1	67	-1%	2	8%	2	4	12	2%	3%	-13%	-0.1%
CCn1nccc1C(=O)Nc1cccc(C)c1C	4	0%	7	-7%	0	8	-21	-3%	5%	3%	-0.2%
CCOc1ccc(CN2CCNC(=O)C2CC(=O)N(C)CC2CCOCC2)cc1 (stereo not given)	12	6%	2	-3%	-5	4	5	2%	0%	-8%	0.4%
COCC(C)n1c(C)cc(C(=O)COC(=O)/C=C/c2cccc(F)c2)c1C (stereo not given)	-3	-4%	16	2%	-3	-11	8	-2%	0%	-2%	0.1%
CCc1ccc(CCC(=O)Nc2nnc(CC)s2)o1	-22	5%	-4	-7%	2	11	2	0%	2%	2%	0.2%
COc1ccccc1C(=O)Nc1ccc(Cc2ccncc2)cc1	-1	-2%	?	1%	-2	10	19	1%	/	4%	0.4%
CC(=O)c1sc(N/N=C\c2ccccc2O)nc1C	-6	-6%	3	114%[activator]	1	-15	-20	2%	3%	?	-0.9%
N#CC1=C(N)C(C#N)(C#N)C(c2ccncc2)C2CN(C(=O)OCc3ccccc3)CC=C12 (stereo not given)	4	12%	-5	16%	2	3	9	-2%	-5%	-7%	6.0%
O=C(CCc1ccccc1)NNC(=O)Nc1cccc(Cl)c1	7	-5%	1	5%	-1	0	-11	0%	2%	26%	0.5%
CSCCC(=O)NC1CC(C)(C)Cc2c1cnn2-c1ccccc1C (stereo not given)	-7	0%	25	3%	1	-3	-9	4%	3%	-27%	0.1%
COc1cccc(CNC(=O)CS(=O)(=O)Cc2nc(-c3ccc(C)cc3)oc2C)c1OC	-8	8%	3	/	2	4	-8	-1%	/	-17%	-1.5%
COc1ccc(Cl)cc1NC(=O)COC(=O)Cc1cccs1	-6	/	-1	/	/	-2	14	2%	/	/	0.4%
O=C(NNC1=C(C(=O)C(F)(F)F)CCC1)c1ccc(Br)cc1	-17	-2%	-3	-6%	-2	-8	3	6%	-2%	21%	-0.2%
COc1ccccc1C(=O)NCC(=O)NCCCN1CCOCC1	33	/	-1	/	/	6	-3	-3%	/	/	-0.1%
CCCNc1c(NS(=O)(=O)c2ccc(C3CCCCC3)cc2)c(=O)oc2ccccc12	-18	/	2	5%	/	12	2	1%	0%	/	-0.3%
CCC(Sc1nc2ccccc2c(=O)n1CC1CCCO1)C(=O)NCc1cccnc1 (stereo not given)	5	1%	0	-1%	-3	-28	64[activator]	-1%	-1%	8%	0.4%
C=CCN1C(=O)c2oc3ccccc3c(=O)c2C1c1ccc(O)c(OC)c1 (stereo not given)	26	-11%	-2	18%	1	-2	0	3%	2%	?	-0.1%

Compound activity from PubChem BioAssay.
